core dimer inh: inhibitors of HCV core protein dimerization, primary screen, biochemical, TR-FRET, high-throughput; TR-FRET GST/Flag-core106 dimerization, 1536-well; hit rate 0.33% among 300,000; inhibition, % at 5 µM;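 active = inhibition above the mean of all tested compounds plus 3 SD, set per screening campaign, cut at about 45% in these data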
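Assay system – GST-tagged and Flag-tagged HCV core protein residues 1-106 · Quantity – core106 proteins, GST 13.5 nM and Flag 17 nM · Benchmarks – unlabelled core106 and no-GST-core106 wells · Read-out basis – percent inhibition of core106 dimerization signal · Detection – time-resolved FRET, ex 340 nm, em 617 and 671 nm · Schedule – 4 h at 22.5 °C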
CTSL1 counter: Fasciola hepatica cathepsin L1 inhibitors, primary screen, counter-screen for PFM18AAP inhibitor project, biochemical, QFRET, fluorogenic peptide substrate. recombinant F. hepatica cathepsin L1, Z-Leu-Arg-MCA fluorescence. hit rate 0.49% among 300,000. inhibition, % at 5.96 µM;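 active = inhibition above the mean of all tested compounds plus 3 SD, set per screening campaign, cut at about 17% in these data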;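 note: 0% = plate median of test compound wells and 100% = 1 µM Z-Phe-Ala-diazomethylketone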
AHR act: AHR activators, primary screen, cell-based, luminescence, luciferase reporter, human. Aryl hydrocarbon receptor (Homo sapiens), P35869. AHR-responsive luciferase reporter cells. activation, % at 5 µM. hit rate 2.5% among 320,000; in the data active = activation above about 47%;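 note: 0% = vehicle wells and 100% = reference agonist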
TPT1 inh: Candida albicans TPT1 enzyme inhibitors, primary screen, biochemical, fluorescence polarization. recombinant caTPT1, FP RNA substrate dephosphorylation. inhibition, % at 5 µM. hit rate 0.81% among 300,000. AID 1962, 2009;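 active = inhibition above the mean of all tested compounds plus 3 SD, set per screening campaign, cut at about 24% in these data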;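 note: plate controls were DMSO alone for no effect and ferristatin control at 100 nM for full effect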
proCasp3 act: activators of human procaspase-3 D3A mutant, primary screen, biochemical, absorbance, PC-3 D3A mutant, single concentration. Caspase-3 (Homo sapiens), P42574. recombinant procaspase-3 D3A, Ac-DEVD-pNA absorbance 405 nm. activation, % at 8.5 µM. hit rate 0.11% among 330,000. AID 463141, 2010;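 active = activation above the mean of all tested compounds plus 3 SD, cut at about 21% in these data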;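 note: 0% = DMSO alone and 100% = DMSO wells spiked with extra 5 µM PC-3 D3A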
Target sequence (P42574 whole entry D9A/D28A/D175A): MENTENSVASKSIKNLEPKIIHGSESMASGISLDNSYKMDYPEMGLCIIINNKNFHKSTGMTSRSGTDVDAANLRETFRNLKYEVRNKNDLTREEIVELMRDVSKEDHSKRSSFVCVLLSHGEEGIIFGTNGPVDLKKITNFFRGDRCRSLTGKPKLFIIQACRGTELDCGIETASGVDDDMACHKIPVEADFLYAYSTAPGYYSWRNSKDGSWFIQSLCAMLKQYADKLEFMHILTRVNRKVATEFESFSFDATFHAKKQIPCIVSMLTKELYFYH
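Assay system: Autoprocessing-dead procaspase-3 D3A mutant enzyme; also added: Ac-DEVD-pNA; doses: one concentration, 8.5 µM nominal, 0.8% DMSO; times: 1 h compound preincubation, 2 h substrate hydrolysis at 25 °C; technique: 405 nm absorbance of p-nitroaniline, reads at 0 and 120 min; measure: % activation between DMSO and enzyme-spiked controls; repeats: single replicate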
PAFAH2 inh: PAFAH2 enzyme inhibitors, primary screen, biochemical, fluorescence polarization, human; hit rate 0.99% among 340,000; AID 492956, 2010; Platelet-activating factor acetylhydrolase 2, cytoplasmic (Homo sapiens), Q99487; recombinant PAFAH2, FP-rhodamine activity probe; inhibition, % at 3.39 µM;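 active = inhibition above the mean over all tested compounds plus 3 SD, cut at about 30% in these data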;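 note: inhibitors block probe labeling of enzyme so polarization drops; 0% = enzyme with DMSO and 100% = wells lacking PAFAH2 protein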
PP5 primary: PP5 phosphatase inhibitors, primary screen, biochemical, fluorescence | Serine/threonine-protein phosphatase 5 (Homo sapiens), P53041 | purified PP5c, OMFP substrate fluorescence | inhibition, % at 6.7 µM | hit rate 0.18% among 320,000;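 active = inhibition above the campaign's mean inhibition across all tested compounds plus 3 SD, cut at about 9.5% in these data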;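 note: 0% = DMSO only and 100% = 100 µM cantharidin control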
procasp7 counter: procaspase-7 activators, primary screen, counter-screen for procaspase-3 activator project, biochemical, absorbance, HTS, human | AID 463210, 2010 | Caspase-7 (Homo sapiens), P55210 | hit rate 0.093% among 330,000 | activation, % at 8.5 µM | recombinant procaspase-7, Ac-DEVD-pNA absorbance 405 nm; D23A/D198A/D206A triple mutant, cannot self-cleave; scale: DMSO 0, 5 µM enzyme 100;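 active = percent activation above the screen-wide mean plus 3 SD, cut at about 25% in these data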
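System: Procaspase-7 triple mutant (PC-7 D3A); measure: % activation from two-timepoint absorbance difference, scaled to controls; times: 1 h compound preincubation, 2 h substrate cleavage, 25 °C; also added: Ac-DEVD-pNA substrate, 400 µM as added; measured by: Epi-absorbance of released pNA at 405 nm, two timepoints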
PP1 inh: PP1-alpha phosphatase inhibitors, primary screen, counter-screen for PP5 inhibitor project, biochemical, fluorescence, OMFP substrate, single point; Serine/threonine-protein phosphatase PP1-alpha catalytic subunit (Homo sapiens), P62136; purified PP1alpha; inhibition, % at 6.7 µM; hit rate 0.9% among 320,000; AID 2235, 2010;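 active = inhibition above the mean inhibition of all tested compounds plus 3 SD, computed separately for each screening campaign, cut at about 15% in these data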
Target sequence (P62136 whole entry, looked up): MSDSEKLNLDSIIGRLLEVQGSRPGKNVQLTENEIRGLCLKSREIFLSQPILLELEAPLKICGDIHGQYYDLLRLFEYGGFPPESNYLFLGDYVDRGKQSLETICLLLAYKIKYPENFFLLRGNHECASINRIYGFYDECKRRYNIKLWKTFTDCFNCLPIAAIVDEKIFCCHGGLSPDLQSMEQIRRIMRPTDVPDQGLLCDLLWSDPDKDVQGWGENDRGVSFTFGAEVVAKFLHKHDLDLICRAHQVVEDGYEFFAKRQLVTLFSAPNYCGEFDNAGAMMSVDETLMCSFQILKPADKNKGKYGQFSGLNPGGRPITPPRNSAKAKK
The depositor's hits bear a star; nt = not tested or not shown.

Value order: core dimer inh	CTSL1 counter	AHR act	TPT1 inh	proCasp3 act	PAFAH2 inh	PP5 primary	procasp7 counter	PP1 inh
Cn1c(N2CCNCC2)nc2ccccc21
 : -0.2	-3.8	-0.8	-0.5	10.1	0.3	-0.8	-1.1	0.5
CCC(=NCCC(c1ccccc1)c1ccccc1)c1c(O)[nH]c(=O)[nH]c1=O
 : 4.4	1.6	-1.7	0.2	-1.9	3.4	3.0	0.7	2.6
CCN1CCN(C(=O)Cc2coc3ccc4ccccc4c23)CC1
 : 1.0	-2.3	23.1	-3.8	-9.6	7.1	-1.9	6.5	-1.6
CCOC(=O)C(NC(=O)CC)(Nc1ccc(C(O)(C(=O)OCC)C(F)(F)F)cc1C)C(F)(F)F (stereo not given)
 : 2.0	-0.1	6.5	-2.2	4.5	-7.0	0.8	9.7	-3.2
Fc1ccc(CNCCc2ccccc2F)cc1
 : 2.1	-0.7	-2.5	-3.8	6.8	-7.9	1.6	-2.6	-1.3
CCn1c(O)c(/C=N/NC(=O)c2ccccc2)c(=O)[nH]c1=S
 : 3.1	3.0	0.5	0.4	-20.1	4.6	-0.9	-20.9	5.8
Cc1ccc(OC(F)F)c(N2C(=O)C3C4CCC(O4)C3C2=O)c1 (stereo not given)
 : nt	nt	0.9	nt	-0.7	-1.5	3.8	-8.9	0.8
COc1ccc(C(O)P(=O)(OC(C)C)OC(C)C)cc1 (stereo not given)
 : 1.6	0.0	-1.0	-2.2	7.2	-3.9	-1.4	6.2	-2.5
COc1ccc(S(=O)(=O)N2CC3CC(C2)c2cccc(=O)n2C3)cc1 (stereo not given)
 : 2.1	2.2	-0.4	-0.2	-4.6	-1.6	0.8	9.8	-4.8
COC(=O)C1=C(c2cc3ccccc3o2)C[C@@H]2CC[C@H]1N2C(=O)NCc1ccccc1
 : 2.9	-1.1	3.1	-0.2	1.4	2.7	5.2	0.7	3.7
O=C(c1ccc(N2CC3CC(C2)c2cccc(=O)n2C3)c([N+](=O)[O-])c1)N1CCCCC1 (stereo not given)
 : 2.3	-3.5	-1.0	-4.3	4.3	-0.6	2.4	-6.6	3.7
CC(C)(C)n1cc(C(=O)c2ccccc2)cc1-c1ccccc1
 : 9.8	-3.3	-5.5	-17.7	-1.4	4.5	4.0	-14.5	-1.2
CC1(C)N=C(c2ccccc2)[C@@H]2C(c3ccc([N+](=O)[O-])cc3)N21 (stereo not given in full)
 : -8.7	-1.7	1.4	-1.1	1.9	-2.2	0.4	-1.8	-0.8
O=C(CN1CCCCC1)NCC(=O)Nc1ccc(Br)cc1C(=O)c1ccccc1
 : 0.0	7.5	-1.9	-3.3	5.2	9.1	-1.0	4.1	-2.4
CCOP(=O)(Cc1ccc(C#N)o1)OCC
 : 5.7	-0.1	0.2	-1.4	-10.4	-7.2	1.3	-1.9	-3.5
C=CCn1c(O)c(C(CC)=NCCC2=CCCCC2)c(=O)[nH]c1=O
 : 0.2	2.6	-6.5	0.9	5.6	-2.7	-1.1	18.4	2.2
CC(N)Cc1c[nH]c2c1ccc1ccccc12 (stereo not given)
 : 4.6	0.1	48.8*	3.1	0.2	1.8	0.2	-0.4	-1.9
O=C1CSC2(CN3CCC2CC3)N1 (stereo not given)
 : 3.7	-5.5	1.7	-0.6	-4.1	0.3	1.6	14.2	5.8
O=C(CN1CCCCC1)Nc1ccc(Br)cc1C(=O)c1ccccc1Cl
 : 8.3	2.1	5.9	0.3	16.1	-5.1	1.4	4.0	-4.3
O=C(Nc1ccccc1)NC1CC2CCC(C1)N2 (stereo not given)
 : -1.6	8.0	1.4	-0.3	-2.1	6.3	0.3	4.0	2.5

Reformatted tab-delimited: four of the compounds above.
Structure	core dimer inh	CTSL1 counter	AHR act	TPT1 inh	proCasp3 act	PAFAH2 inh	PP5 primary	procasp7 counter	PP1 inh
CC(N)Cc1c[nH]c2c1ccc1ccccc12 (stereo not given)	4.6	0.1	48.8*	3.1	0.2	1.8	0.2	-0.4	-1.9
C=CCn1c(O)c(C(CC)=NCCC2=CCCCC2)c(=O)[nH]c1=O	0.2	2.6	-6.5	0.9	5.6	-2.7	-1.1	18.4	2.2
CC1(C)N=C(c2ccccc2)[C@@H]2C(c3ccc([N+](=O)[O-])cc3)N21 (stereo not given in full)	-8.7	-1.7	1.4	-1.1	1.9	-2.2	0.4	-1.8	-0.8
CCC(=NCCC(c1ccccc1)c1ccccc1)c1c(O)[nH]c(=O)[nH]c1=O	4.4	1.6	-1.7	0.2	-1.9	3.4	3.0	0.7	2.6

Further results follow:
Value order: core dimer inh	CTSL1 counter	AHR act	TPT1 inh	proCasp3 act	PAFAH2 inh	PP5 primary	procasp7 counter	PP1 inh
O=C(c1ccc2c(c1)ncn2-c1ccc(F)cc1F)N1CCC2(CC1)OCCO2
 : -7.3	1.2	0.7	3.6	-7.8	-12.0	1.3	4.4	0.3
CC(C)NCC(O)c1ccc(C2CCCC2)cc1 (stereo not given)
 : -2.5	0.0	0.5	-1.6	5.4	2.4	-1.3	-2.1	-4.1
CCCCN(Cc1ccccc1)C1CCN(CCc2ccccc2)CC1
 : -0.7	2.9	2.7	2.4	0.3	2.3	-0.6	-4.5	2.9
Cc1ccc(S(=O)(=O)NP(=O)(Oc2ccccc2)Oc2ccccc2)cc1
 : 3.0	-0.2	0.1	24.4*	-3.8	1.7	-0.1	-0.8	-7.0
CCOc1ccc(Br)c(C2(O)CC(C)N(C)CC2C)c1 (stereo not given)
 : -3.6	-1.5	-1.1	-2.3	-8.2	-6.9	1.4	3.4	0.7
COCCN(C(=O)COC(=O)Cc1ccccc1)c1c(N)n(Cc2ccccc2)c(=O)[nH]c1=O
 : 3.0	-2.6	-0.8	-0.4	-0.3	4.4	2.7	14.5	-3.3
O/N=C/c1c[nH]c2ccccc12
 : 4.5	-1.8	24.1	4.8	3.1	5.6	0.4	1.1	-6.3
CC(=NCCC1=CCCCC1)c1c(O)n(-c2ccccc2)c(=O)[nH]c1=O
 : 1.1	-3.2	-7.6	0.0	-13.8	nt	0.2	-4.0	-4.2

In the list so far, these have a nitro group on carbon.
Value order: core dimer inh	CTSL1 counter	AHR act	TPT1 inh	proCasp3 act	PAFAH2 inh	PP5 primary	procasp7 counter	PP1 inh
O=C(c1ccc(N2CC3CC(C2)c2cccc(=O)n2C3)c([N+](=O)[O-])c1)N1CCCCC1 (stereo not given)
 : 2.3	-3.5	-1.0	-4.3	4.3	-0.6	2.4	-6.6	3.7
CC1(C)N=C(c2ccccc2)[C@@H]2C(c3ccc([N+](=O)[O-])cc3)N21 (stereo not given in full)
 : -8.7	-1.7	1.4	-1.1	1.9	-2.2	0.4	-1.8	-0.8

Assay outcomes from PubChem BioAssay.

Only part of the results is shown; count on the stated rates, not on these rows.
